# Screening results deposited in PubChem by National Center for Advancing Translational Sciences (NCATS).
# DRD3 agonist = D3 dopamine receptor (human) agonism; P35462; D3R DiscoveRx beta-arrestin cells, luminescence, 90 min; max activation, %; 410,000 tested, 0.58% active; AID 652048; in the data active = max activation above about 30%; also: 0% is about no effect; mostly tested at two doses, the higher about 12 µM
# Target sequence (P35462 whole entry, looked up): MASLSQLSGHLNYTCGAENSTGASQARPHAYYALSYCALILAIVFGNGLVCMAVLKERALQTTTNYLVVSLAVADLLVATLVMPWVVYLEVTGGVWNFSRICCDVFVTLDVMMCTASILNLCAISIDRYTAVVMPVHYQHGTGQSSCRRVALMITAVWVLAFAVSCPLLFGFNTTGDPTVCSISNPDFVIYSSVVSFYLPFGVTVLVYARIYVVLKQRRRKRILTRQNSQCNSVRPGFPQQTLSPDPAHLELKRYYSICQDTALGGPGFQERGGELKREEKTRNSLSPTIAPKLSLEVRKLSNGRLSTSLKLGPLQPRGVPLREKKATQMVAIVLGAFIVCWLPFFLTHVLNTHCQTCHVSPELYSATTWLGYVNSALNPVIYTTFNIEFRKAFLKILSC
#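 Agonist-mode cell screen: cells plated at 1500/well and incubated overnight at 37 °C, then exposed to library compounds for 90 min at 37 °C. Detection reagent was added for 30–60 min at room temperature, and luminescence was read.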
# KB-V1 cytotox = KB-V1 MDR subline cytotoxicity. KB-V1 MDR cells viability, CellTiter-Glo, 72 h. 400,000 tested, 3.4% active. AID 1347076. Potency, µM (highest dose often 46.1 µM), for the others: at the highest dose activity change, negative = cytotoxicity, hits mostly cytotoxic; also: potency is read from the fitted curve at half-maximal effect; % is scaled to controls: 0 for no effect and ±100 for the full control effect; nearly all actives have a fitted effect of over 60% in size
#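 In this primary screen, KB-V1 cells overexpressing P-gp are incubated with library compounds (lowest to highest concentration) for 72 h at 37 degrees C before a luminescent ATP viability read.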
# KB-3-1 tox = kills parental KB-3-1 adenocarcinoma cells. 400,000 tested, 1.4% active. Potency, µM (top dose mostly 46.1 µM), without a hit: at the highest dose activity change, negative = cytotoxic, hits mostly cytotoxic. KB-3-1 viability, CellTiter-Glo ATP luminescence, 72 h. AID 1347075; also: potency is read from the fitted curve at half-maximal effect; % is scaled to controls: 0 for no effect and ±100 for the full control effect; nearly all actives have a fitted effect of over 60% in size
#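 Luminescent ATP read-out (CellTiter-Glo) measures survival of drug-naive KB-3-1 cells after 72 h compound exposure at 37 °C. Titration series was screened from lowest to highest concentration, with DMSO vehicle plates as background controls.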
# The depositor's hits bear a star; ? = inconclusive. Unless noted, calls follow the shape of the dose curve; as a rule, active = well fitted cell-killing curve with a large enough effect; inconclusive = small, poorly fitted or top-dose-only effect, or effect the other way; inactive = flat fitted curve, though single readings scatter. These rows are one share of the data (hit frequency here may not be typical).
SMILES,DRD3 agonist,KB-V1 cytotox,KB-3-1 tox
CCCCc1nc2ccccc2n2c(-c3ccc(OC)cc3)c3c(=O)n(C)c(=O)n(C)c3c12,0,?,?
CCCNC(=O)Cn1c(=O)n(CC2CCC(C(=O)NC)CC2)c(=O)c2sccc21 (stereo not given),7,?,16%
CCOc1ccc(NC(=O)c2cc3c(C)nn(-c4ccccc4)c3s2)cc1,5,-3%,0%
Cc1cccc(NS(=O)(=O)c2ccc3c(c2)CC(C)N3C(=O)C2CCC2)c1C (stereo not given),1,?,23µM*
CCc1ccc(CNC(=O)c2cnc3sc(N4CCCCC4)nn3c2=O)cc1,-18,?,1%
CC(=O)Nc1ccc2nc(NC(=O)CS(=O)(=O)c3ccc(C)cc3)sc2c1,4,9%,4%
O=C(NCc1ccccc1Cl)C(=O)NCC(c1cccs1)S(=O)(=O)c1ccccc1 (stereo not given),-26,-15%,-19%
COc1ccc(-c2nc3ccc(NS(=O)(=O)c4ccccc4)cc3o2)cc1,4,27%,-10%
CCOC(=O)c1sc(NC(=O)c2nc(SC)ncc2Cl)c(C(=O)OCC)c1C,6,-11%,2%
CC(C)c1ccccc1NC(=O)CSc1nnc(COc2ccccc2)o1,-5,2%,-1%

# 5 compounds picked at random from those above:
SMILES,DRD3 agonist,KB-V1 cytotox,KB-3-1 tox
CCOC(=O)c1sc(NC(=O)c2nc(SC)ncc2Cl)c(C(=O)OCC)c1C,6,-11%,2%
CC(C)c1ccccc1NC(=O)CSc1nnc(COc2ccccc2)o1,-5,2%,-1%
O=C(NCc1ccccc1Cl)C(=O)NCC(c1cccs1)S(=O)(=O)c1ccccc1 (stereo not given),-26,-15%,-19%
Cc1cccc(NS(=O)(=O)c2ccc3c(c2)CC(C)N3C(=O)C2CCC2)c1C (stereo not given),1,?,23µM*
CCCCc1nc2ccccc2n2c(-c3ccc(OC)cc3)c3c(=O)n(C)c(=O)n(C)c3c12,0,?,?

# Remaining list, next part:
SMILES,DRD3 agonist,KB-V1 cytotox,KB-3-1 tox
COc1cc(C(=O)Nc2ccc(-c3cc(C(F)(F)F)nn3-c3ccccc3)cc2)cc(OC)c1OC,6,-19%,?
Cc1ccc(C)c(Cn2c(=O)n(CC3CCC(C(=O)N4CCOCC4)CC3)c(=O)c3sccc32)c1 (stereo not given),1,?,?
CCOc1ccc(NC(=O)Cn2c(=O)cc(C)c3c(C)nn(-c4cccc(Cl)c4C)c32)cc1,-14,-9%,8%
COc1ccccc1NC(=O)C(=O)NCCc1csc(-c2cccc(F)c2)n1,-7,5%,-2%
Cc1ccc(CNC(=O)C(=O)NCC(c2cccnc2)N2CCN(c3ccccc3F)CC2)cc1 (stereo not given),3,?,?
Cc1nc2ccc(S(=O)(=O)NC(CC(C)C)C(=O)NCc3ccc(Cl)cc3)cc2s1 (stereo not given),5,-2%,9%
COc1cc(C2CC(=O)Nc3c2c(C)nn3-c2nc(C)cc(C)n2)cc(OC)c1O (stereo not given),5,22%,7%
CCOc1ccc(OCC)c(NS(=O)(=O)c2c(C)[nH]c(=O)[nH]c2=O)c1,-7,-3%,-3%
COc1ccc(CNC(=O)C(C)n2nc(C)c3sc4ccccc4c3c2=O)cc1OC (stereo not given),-7,5%,-19%
Cc1ccc(OCCSc2nc3ccc(NC(=O)COc4ccc(C)cc4)cc3s2)cc1,5,20%,4%

# (listing goes on)
SMILES,DRD3 agonist,KB-V1 cytotox,KB-3-1 tox
Cc1ccc(CNC(=O)Cn2nc(C)n3cccc3c2=O)cc1,-9,-2%,-20%
O=C(CCc1nc(-c2cccs2)no1)Nc1ccc([N+](=O)[O-])cc1,10,20%,0%
O=C(c1ccc(Cl)cc1)N1CCC(c2ccncc2)CC1,-2,-25%,?
CCC(C)Cn1c(COc2ccc(OC)cc2)nc2ccccc21 (stereo not given),-4,-17%,2%
Cc1cccc(C(=O)NCCc2nc3ccccc3n2Cc2ccc(Cl)cc2)c1,5,10µM*,?
CCC(C(=O)Nc1cc(OC)ccc1OC)n1c(=O)c(C(F)(F)F)nc2ccccc21 (stereo not given),5,-3%,8%
COc1ccc(C(=O)COC(=O)CCCC(=O)Nc2ccc(C(C)=O)cc2)cc1,4,-1%,4%
Cc1ccc(-c2cn3c(n2)sc2cc(C(=O)NC4CCCCCC4)ccc23)cc1,-20,-6%,-1%
COc1ccc(OC)c(NC(=O)CSC2=Nc3ccccc3C3=NC(CCC(=O)NCc4ccco4)C(=O)N23)c1 (stereo not given),9,6%,2%
COc1ccc(C(=O)/C=C/c2cn(CC(O)CN3CCc4ccccc43)c3ccccc23)cc1OC (stereo not given),5,?,-14%

# Single values from the results shown.
# CCC(C(=O)Nc1cc(OC)ccc1OC)n1c(=O)c(C(F)(F)F)nc2ccccc21 (stereo not given) in DRD3 agonist reads 5
# Cc1ccc(-c2cn3c(n2)sc2cc(C(=O)NC4CCCCCC4)ccc23)cc1 in KB-3-1 tox reads -1%

# (listing goes on)
SMILES,DRD3 agonist,KB-V1 cytotox,KB-3-1 tox
CCc1ccc(S(=O)(=O)c2cnc(SCC(=O)Nc3ccc(OC)cc3OC)[nH]c2=O)cc1,-1,-1%,18%
Cc1ccc(CCNC(=O)c2cc(-c3ccccc3)n[nH]2)cc1,4,4%,-3%
O=C(CCC1N=C2c3ccccc3N=C(SCc3ccc(Cl)cc3)N2C1=O)NCCc1ccccc1 (stereo not given),-8,?,?
CCC1=C(c2ccc(C)cc2)S(=O)(=O)N=C1N1CCC(C(=O)NCCc2ccc(Cl)cc2)CC1,-14,-14%,15µM*
Cc1ccc(CNC(=O)Cn2c(=O)cc(C)c3c(C)nn(-c4cccc(F)c4)c32)cc1,1,12%,2%
CCCN1CCN(c2ncnc3sc(C(=O)Nc4ccc(N(CC)CC)cc4C)c(C)c23)CC1,-16,25%,3%
COCCc1nn2c(=O)cc(COC(=O)c3ccc(C(C)(C)C)cc3)nc2s1,22,-18%,11%
CCOC(=O)Cc1ccc(NC(=O)N(C(C)C)C2CCN(C(C)=O)CC2)cc1,1,26%,-1%
Cc1ccc(-c2nc(SCC(=O)N3CCc4ccccc43)c3c(=O)n(C)c(=O)n(C)c3n2)cc1,-20,3%,5%
COc1cc(OC)cc(C(=O)NCCc2csc3nc(-c4ccccc4F)nn23)c1,-5,-5%,-4%

# (next part)
SMILES,DRD3 agonist,KB-V1 cytotox,KB-3-1 tox
COc1ccc(Cl)c(Cn2c(NCCN)nc3c2c(=O)n(C)c(=O)n3C)c1,2,14%,-3%
COC(=O)c1c(-c2ccc(Cl)cc2)noc1N1CCN(c2cc(C)ccc2C)CC1,0,0%,17%
CC1CN(C(=O)N2CCC(C(=O)NC3CCCCCC3)CC2)c2cc(Cl)ccc2O1 (stereo not given),0,19%,5%
Cc1cc(C)cc(Oc2c(C(F)(F)F)oc3cc(OCC(=O)NC4CCCCC4)ccc3c2=O)c1,0,8%,6%
COc1ccc(NC(=O)C2CCC(CNS(=O)(=O)c3csc(C(N)=O)c3)CC2)cc1 (stereo not given),-5,11%,2%
COc1ccc(NC(=O)c2cnc3sc(N4CCOCC4)nn3c2=O)c(OC)c1,2,?,-4%
Cc1ccc(NC(=O)CSc2nc3ccccc3c3nc(CCn4cncc4C)nn23)cc1F,5,15%,?
COc1ccc(CCNC(=O)c2ccc3c(c2)CCN3S(=O)(=O)c2ccc(C)cc2)cc1,6,?,-3%
CCOC(=O)c1cc(-c2ccc(OC)cc2)n(CCC(=O)NCc2ccccc2OC)c1C,1,2%,-2%
Cc1ccc2c(c1)-c1c(cnn1CC(=O)N1CCN(c3ccccc3F)CC1)CO2,3,-11%,-2%

# Remaining list, next part
SMILES,DRD3 agonist,KB-V1 cytotox,KB-3-1 tox
CSc1ncc(C(=O)N2CCN(c3cc(C)ccc3C)CC2)c(C)n1,-4,-1%,-3%
Cc1ccc(NC(=O)C2CCCN(S(=O)(=O)c3ccc(F)cc3)C2)cc1 (stereo not given),0,5%,-17%
CCOC(=O)c1scc(-c2ccc(C)cc2)c1S(=O)(=O)Nc1cc(OC)ccc1OC,-9,-23%,-9%
COc1ccc(N(Cc2cccs2)C(=O)COc2ccc([N+](=O)[O-])cc2)cc1,-3,?,-26%
COc1ccc(NC(=O)CSc2ncc3c(n2)-c2ccccc2N(C)S3(=O)=O)cc1Cl,6,11%,-17%
Cc1nc2c(c(C)nn2-c2ccccc2)c(C)c1CCC(=O)Nc1ccccc1,-8,-14%,3%
Cc1ccc(CNC(=O)C2CCN(C(=O)N3CC(C)Oc4ccc(Cl)cc43)CC2)cc1 (stereo not given),9,-13%,0%
Cc1ccccc1NCc1nc2ccccc2n1CCOc1ccccc1,-2,?,15µM*
CCOc1ccc(N2C(=O)N(Cc3ccc(C)cc3C)c3ccccc3S2(=O)=O)cc1,-19,-14%,-3%
Cc1ccc(-c2cc3nc(-c4ccccc4)cc(C(F)(F)F)n3n2)cc1,1,10%,2%

# Going on with the list:
SMILES,DRD3 agonist,KB-V1 cytotox,KB-3-1 tox
COc1ccc(C(C)NC(=O)CN(c2cc(OC)ccc2OC)S(=O)(=O)c2ccccc2)cc1 (stereo not given),1,9%,1%
CCOC(=O)c1cc(-c2ccccc2)n(-c2cccc(C(=O)NC(C)CC)c2)c1C (stereo not given),-14,-20%,-8%
CCOC(=O)C1CCN(c2nc3c(S(=O)(=O)c4ccccc4)nnn3c3ccc(Cl)cc23)CC1,-6,-14%,-1%
Cc1ccc2oc(C(=O)Nc3c(C(=O)Nc4ccccc4)oc4ccccc34)cc(=O)c2c1,1,16%,23%
Nc1nn(-c2ccccc2)nc1C(=O)OCc1ccc(Cl)cc1,-3,17%,-3%
Cc1nnc(N2CCCC(C(=O)NCc3ccccc3F)C2)c2nn(-c3ccc(Cl)cc3)c(C)c12 (stereo not given),1,6%,8%
COC(=O)c1ccc(NC(=O)CSc2n[nH]c(CC(C)C)n2)cc1,0,?,11%
CCSc1nc(-c2ccc(Cl)cc2)nc2c1Cc1c(CO)cnc(C)c1O2,2,?,5%
Cc1ccccc1-c1nc(CN2CCC(C(=O)NCc3ccc(F)cc3)CC2)c(C)o1,-6,-3%,0%
COc1ccc(-n2cnc3cc(C(=O)NC4CCCCCC4)ccc32)cc1,-14,0%,2%

# Further compounds
SMILES,DRD3 agonist,KB-V1 cytotox,KB-3-1 tox
O=C(CSc1nc2ccccc2n1Cc1ccccc1Cl)NCc1ccccc1,-19,3%,1%
CCOC(=O)N1CCC(NC(=O)c2cnn(-c3ccc(OC)cc3)c2C2CCN(C(=O)OC(C)(C)C)CC2)CC1,7,25%,10%
CCOc1ccc(-c2nc(Cn3c(=O)cc(C)c4c(C)nn(-c5ccccc5)c43)c(C)o2)cc1,5,?,-9%
COc1ccc(NC(=O)c2nc(SCc3ccccc3F)ncc2Cl)cc1,-5,3%,0%
CCOc1cc(-c2nc(-c3ccc(-c4ccc(OC)cc4)nc3OC)no2)cc(OCC)c1OCC,10,-5%,-3%
CCCCc1ccc(NC(=O)Cn2nnc3sc4c(c3c2=O)CCC(C)C4)cc1 (stereo not given),0,10%,-4%
COc1ccc(-c2nc(Cn3c(SCc4ccccc4F)nc4ccncc43)c(C)o2)cc1OC,-22,20%,1%
CCCCOc1ccc(CNC(=O)Cn2ncn3c(cc4cc(F)ccc43)c2=O)cc1,-4,0%,14%
O=C(c1ccc(CSc2nc3ccncc3n2Cc2ccccc2)cc1)N1CCCCCC1,-1,26%,-1%
COc1ccc(CNC(=O)Cn2ncc3c(=O)oc4ccc(C)cc4c32)c(OC)c1,0,6%,10%

# (listing goes on)
SMILES,DRD3 agonist,KB-V1 cytotox,KB-3-1 tox
Cc1cc(C)cc(OCC(=O)NC(Cc2c[nH]c3ccccc23)C(=O)O)c1 (stereo not given),-1,-6%,-5%
COc1ccc(OCC(=O)Nc2ccc(O)c(-c3nc4ccccc4s3)c2)cc1,1,-16%,-11%
O=C(COc1ccccc1F)Nc1ccc2oc(-c3cccc(Cl)c3)nc2c1,13,-30%,2%
CCCOc1ccc(C(=O)Nc2ccc(NC(=O)c3ccc(Br)cc3)cc2)cc1,1,7%,6%
COCCn1c(C)cc(O)c(C(c2ccccc2)N2CCN(CCO)CC2)c1=O (stereo not given),-13,9%,-19%
CCCCSc1nnc2c(n1)OC(c1ccc(Br)s1)Nc1ccccc1-2 (stereo not given),-6,1%,3%
CC(=O)Nc1ccc2nc(SCCOc3cc(C)cc(C)c3)sc2c1,1,-7%,-19%
Cc1ccc(-n2cc(C(=O)OCc3ccc(F)c(F)c3)c3ccccc3c2=O)cc1,7,5%,0%
CC(C)c1ccc(Nc2c(-c3ccc(N4CCOCC4)cc3)nc3ncccn23)cc1,4,9%,-1%
O=C(CCc1nc2cccnc2n1-c1ccccc1)Nc1ccc(Cl)c(Cl)c1,1,0%,-3%
Cc1ccc(OCc2nc(-c3ccc(C(=O)N4CCN(c5cccc(C(F)(F)F)c5)CC4)cc3)oc2C)cc1,5,4%,-5%
O=c1[nH]c2ccc(S(=O)(=O)Nc3cc(Cl)ccc3O)cc2o1,2,10%,2%
